SMARCA2 act: SMARCA2 function activation, primary screen; MG213 cells, MMTV-luciferase reporter, dexamethasone, overnight; activation, % at 9.1 µM; 370,000 compounds, 1% hits; in the data active means activation above about 7.8%;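 further: 0% = vehicle wells and 100% = reference activator wells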
DAX1 inh-1: inhibitors of DAX1 repression of SF-1 activated StAR promoter; HEK293T StAR-luciferase reporter, SF-1/DAX-1 repression relief; inhibition, % at 6.8 µM; 370,000 compounds, 1.1% hits; AID 652010;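 active means inhibition above the mean over all tested compounds plus 3 SD, cut at about 3.6% in these data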;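 further: 0% = DAX-1 cells with DMSO and 100% = cells lacking DAX-1 with DMSO; higher inhibition means more luminescence from relief of DAX-1 repression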
ADAM10 inh: inhibits human ADAM10; O14672; recombinant ADAM10, EDANS/DABCYL FRET peptide cleavage, 3 h; inhibition, % at 7 µM; 370,000 compounds, 0.62% hits;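 active means inhibition above a per-campaign cutoff equal to the mean of compounds falling between control-based bounds plus 3 SD, cut at about 20% in these data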;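 further: 0% = DMSO wells while the 100% control is not disclosed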
Target sequence (O14672 214-748 limits assumed): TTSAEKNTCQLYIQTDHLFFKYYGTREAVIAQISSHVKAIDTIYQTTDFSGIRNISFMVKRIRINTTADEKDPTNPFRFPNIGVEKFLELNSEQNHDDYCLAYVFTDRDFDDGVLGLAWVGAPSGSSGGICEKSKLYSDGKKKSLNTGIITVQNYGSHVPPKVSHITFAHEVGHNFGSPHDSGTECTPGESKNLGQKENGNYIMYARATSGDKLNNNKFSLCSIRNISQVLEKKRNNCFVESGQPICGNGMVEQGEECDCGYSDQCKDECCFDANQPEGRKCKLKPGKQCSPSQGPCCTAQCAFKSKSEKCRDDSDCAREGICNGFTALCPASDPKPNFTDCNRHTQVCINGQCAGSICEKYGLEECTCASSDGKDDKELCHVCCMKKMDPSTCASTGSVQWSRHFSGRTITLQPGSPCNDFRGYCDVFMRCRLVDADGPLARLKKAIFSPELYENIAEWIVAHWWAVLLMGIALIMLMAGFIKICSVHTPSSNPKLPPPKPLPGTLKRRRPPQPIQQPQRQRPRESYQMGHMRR
sPLA2-III inh: Inhibits HGIII-sPLA2 liposome hydrolysis, primary screen. inhibition, % at 12.2 µM. AID 743126. QFRET BODIPY PC-A2 liposome hydrolysis, fluorescence. Q9NZ20. 370,000 compounds, 0.56% hits;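 active means inhibition above mean plus 3 SD of compounds lying within the high and low control bounds, cut at about 19% in these data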;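 further: 0% = median of test compound wells and 100% = no enzyme DMSO wells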
Target sequence (Q9NZ20 whole entry, looked up): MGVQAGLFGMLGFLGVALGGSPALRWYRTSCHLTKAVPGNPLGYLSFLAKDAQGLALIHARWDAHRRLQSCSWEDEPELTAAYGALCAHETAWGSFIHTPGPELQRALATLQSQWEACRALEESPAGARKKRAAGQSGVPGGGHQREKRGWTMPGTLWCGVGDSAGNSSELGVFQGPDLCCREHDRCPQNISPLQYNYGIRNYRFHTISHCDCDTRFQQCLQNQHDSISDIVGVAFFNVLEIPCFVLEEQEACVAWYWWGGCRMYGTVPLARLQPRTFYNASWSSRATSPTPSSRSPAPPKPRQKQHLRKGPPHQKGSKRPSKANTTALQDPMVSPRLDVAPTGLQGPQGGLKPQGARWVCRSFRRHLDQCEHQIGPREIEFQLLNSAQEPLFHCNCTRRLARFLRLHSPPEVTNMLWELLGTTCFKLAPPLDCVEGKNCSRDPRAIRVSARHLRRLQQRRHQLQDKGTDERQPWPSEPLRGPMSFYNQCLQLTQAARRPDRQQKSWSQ
DAX1 inh-2: inhibitors of human orphan nuclear receptor DAX1 (NR0B1); P51843; HEK293 Gal4-DAX1 luciferase reporter, luminescence; inhibition, % at 6.75 µM; 340,000 compounds, 0.99% hits; AID 504766;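 active means inhibition above the mean over all tested compounds plus 3 SD, cut at about 4.2% in these data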;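 further: 0% = DAX1-transfected cells with DMSO and 100% = empty-vector control cells with DMSO; inhibition shows as a rise in luminescence from relieved DAX1 repression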
ssDAF-12 act: activators of S. stercoralis DAF-12 nuclear receptor. HEK293 ssDAF-12/GRIP1 lit1-tk-luc reporter, luminescence; % of 3 µM dafachronic acid response. activation, % at 6.8 µM. 370,000 compounds, 1% hits;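 active means activation above the mean over all tested compounds plus 3 SD, cut at about 0.9% in these data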;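 further: 0% = DMSO-only wells and 100% = 3 µM delta7-dafachronic acid wells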
GC-B act: GC-B (human) receptor activation; 370,000 compounds, 0.11% hits; HEK293-GC-B cells, CNP EC30, cGMP TR-FRET; 0% at EC30 CNP, 100% saturating CNP; activation, % at 10 µM;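 active means activation at 10 µM reaching about 35% in either raw or pattern-adjusted values, limit read from the data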
hgDAF12 agonist: agonists of H. glycines DAF-12 nuclear receptor | HEK293 GAL4-hgDAF12 UAS-luciferase reporter, agonist luminescence; normalized to butyrate control | activation, % at 6.8 µM | 370,000 compounds, 1.8% hits | AID 687014;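 active means activation above a cutoff set at the mean of all screened compounds plus 3 SD, cut at about 10% in these data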;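 further: 0% = DMSO wells and 100% = sodium butyrate wells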
GC-A act: GC-A (human) enzyme activation; P16066; HEK293 GC-A cells, cGMP TR-FRET, EC30 ANP; 0% at EC30 ANP, 100% saturating ANP; activation, % at 10 µM; 370,000 compounds, 0.14% hits; in the data active means activation above about 40%
FXN GAA850 act: activators of GAA850 frataxin (FXN) promoter; 360,000 compounds, 0.56% hits; activation, % at 6 µM; AID 540364; HEK293 lucGAA850 FXN promoter luciferase reporter, 24 h; percent of 10 µM SAHA response;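 active means activation above the average of all compounds screened plus 3 SD, cutoff fixed separately per campaign, cut at about 7.5% in these data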;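 further: 0% = DMSO wells and 100% = 10 µM SAHA wells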
hcDAF-12 act: activates DAF-12 receptor from parasite H. contortus | 370,000 compounds, 1.4% hits | HEK293 hcDAF-12 lit1-tk-luc reporter, luminescence; 0% DMSO, 100% Δ7-dafachronic acid | AID 652067 | activation, % at 6.8 µM;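 active means activation above the mean of all tested compounds plus 3 SD, cut at about 5.5% in these data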;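 further: 100% = response to 3 µM Δ7-dafachronic acid high control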
Active calls of the source: *. Rows were taken by chance; any-hit rate near 6.6%.

`CSc1ccccc1C(=O)Nc1ccc(S(=O)(=O)NC2=NCCCCC2)cc1` gave SMARCA2 act -2, DAX1 inh-1 0.5, ADAM10 inh 3, sPLA2-III inh -5, DAX1 inh-2 -0.4, ssDAF-12 act -0.8, GC-B act 1, hgDAF12 agonist 1.4, GC-A act 1, FXN GAA850 act 0.1 and hcDAF-12 act -0.9.
Screening COC(=O)[C@H]1C[C@@]2(O)CN(S(=O)(=O)c3ccc(C)cc3)C[C@@]2(OC(=O)NCc2ccc(OC)c(OC)c2)C[C@H]1C(=O)OC returned SMARCA2 act -3, DAX1 inh-1 5.5*, ADAM10 inh -5, sPLA2-III inh -6, DAX1 inh-2 1.0, ssDAF-12 act -0.7, GC-B act 3, hgDAF12 agonist 0.9, GC-A act 0, FXN GAA850 act -3.5 and hcDAF-12 act -1.1.
For O=c1cnnc(N/N=C/c2ccc3c(c2)OCO3)[nH]1 the results were SMARCA2 act 0, DAX1 inh-1 0.3, ADAM10 inh -1, sPLA2-III inh -1, DAX1 inh-2 1.7, ssDAF-12 act -1.2, GC-B act 0, hgDAF12 agonist -4.1, GC-A act 2, FXN GAA850 act 1.3 and hcDAF-12 act -0.8.
CC(C)(C)N(Cc1ccc2c(c1)OCO2)C(=O)/C=C\S(=O)c1ccccc1 (stereo not given) was read as SMARCA2 act -7, DAX1 inh-1 -4.2, ADAM10 inh -6, sPLA2-III inh -3, DAX1 inh-2 -4.2, ssDAF-12 act -1.5, GC-B act -7, hgDAF12 agonist -10.0, GC-A act -4, FXN GAA850 act -12 and hcDAF-12 act -3.9.
For CCCOc1ccc(C2NC(=O)NC2=O)cc1 (stereo not given) the results were SMARCA2 act 1, DAX1 inh-1 0.2, ADAM10 inh 8, sPLA2-III inh 6, DAX1 inh-2 -0.9, ssDAF-12 act -0.8, GC-B act -5, hgDAF12 agonist 1.0, GC-A act 0, FXN GAA850 act -1.0 and hcDAF-12 act -0.6.
For CCN(CC)C(=O)C(Sc1nnnn1-c1ccc(O)cc1)c1ccccc1 (stereo not given) the results were SMARCA2 act -2, DAX1 inh-1 -0.2, ADAM10 inh 4, sPLA2-III inh -25, DAX1 inh-2 -0.2, ssDAF-12 act -1.2, GC-B act -4, hgDAF12 agonist 0.6, GC-A act -15, FXN GAA850 act -2.4 and hcDAF-12 act -2.4.
COc1ccc(CCNC(=O)CCOc2cc(C)ccc2C)cc1OC was read as SMARCA2 act 0, DAX1 inh-1 0.8, ADAM10 inh -6, sPLA2-III inh 3, DAX1 inh-2 0.0, ssDAF-12 act -1.1, GC-B act -7, hgDAF12 agonist -2.7, GC-A act -3, FXN GAA850 act 4.3 and hcDAF-12 act -2.1.
`CC1(Cc2ccccc2OC(F)(F)F)C(=O)Nc2ccc(S(=O)(=O)NC3CCCCC3)cc21` (stereo not given) gave SMARCA2 act 0, DAX1 inh-1 -0.7, ADAM10 inh 10, sPLA2-III inh -3, ssDAF-12 act -1.8, GC-B act 1, hgDAF12 agonist -1.4, GC-A act 1, FXN GAA850 act 5.9 and hcDAF-12 act 0.2.
`O=C(CS(=O)(=O)c1c[nH]c2ccccc12)N1CCc2ccccc21` gave SMARCA2 act -2, DAX1 inh-1 0.5, ADAM10 inh -6, sPLA2-III inh -20, DAX1 inh-2 0.2, ssDAF-12 act -0.7, GC-B act -2, hgDAF12 agonist 3.7, GC-A act -7, FXN GAA850 act -1.6 and hcDAF-12 act 2.1.
`CNC(=O)CSc1nnnn1-c1ccc2c(c1)OCCO2` gave SMARCA2 act 3, DAX1 inh-1 0.1, ADAM10 inh 1, sPLA2-III inh 3, DAX1 inh-2 -0.3, ssDAF-12 act -1.0, GC-B act -5, hgDAF12 agonist 0.5, GC-A act 3, FXN GAA850 act 0.6 and hcDAF-12 act -1.5.
For O=C(NCc1ccc(Cl)cc1)C(=O)NCC1OCCN1S(=O)(=O)c1cccs1 (stereo not given) the results were SMARCA2 act 0, DAX1 inh-1 1.0, ADAM10 inh -3, sPLA2-III inh 0, DAX1 inh-2 1.1, ssDAF-12 act -1.1, GC-B act 0, hgDAF12 agonist -1.7, GC-A act 2, FXN GAA850 act 1.0 and hcDAF-12 act -2.2.
Screening Cc1noc(C)c1C(=O)OCC(=O)c1c[nH]c2ccccc12 returned SMARCA2 act 3, DAX1 inh-1 -0.8, ADAM10 inh 6, sPLA2-III inh -6, DAX1 inh-2 -0.6, ssDAF-12 act 0.0, GC-B act -3, hgDAF12 agonist -1.0, GC-A act 3, FXN GAA850 act 3.0 and hcDAF-12 act 2.7.
Screening COc1ccc(C)cc1NC(=O)C(=O)N1CCCC1 returned SMARCA2 act -1, DAX1 inh-1 1.7, ADAM10 inh -4, sPLA2-III inh -1, DAX1 inh-2 0.6, ssDAF-12 act 0.3, GC-B act -10, hgDAF12 agonist 1.6, GC-A act 1, FXN GAA850 act 1.7 and hcDAF-12 act 0.2.
For Cc1ccc(-c2nnc(SCC(=O)Nc3ccc(OCc4ccccc4)cc3)n2-c2ccc(Cl)cc2)cc1 the results were SMARCA2 act -1, DAX1 inh-1 -0.6, ADAM10 inh -2, sPLA2-III inh 0, ssDAF-12 act -1.2, GC-B act 7, hgDAF12 agonist 0.1, GC-A act 0 and hcDAF-12 act 0.8.
`C/C(=N\NC(=O)Cn1cnc2ccccc21)c1cccs1` gave SMARCA2 act -5, DAX1 inh-1 0.3, ADAM10 inh -3, sPLA2-III inh 5, DAX1 inh-2 1.4, ssDAF-12 act -0.9, GC-B act 1, hgDAF12 agonist 0.5, GC-A act 6, FXN GAA850 act 0.1 and hcDAF-12 act -2.0.
`COc1ccc(CCN2CC(C(=O)NCc3ccc(F)cc3)CC2=O)cc1OC` (stereo not given) gave SMARCA2 act 0, DAX1 inh-1 -0.2, ADAM10 inh 6, sPLA2-III inh 1, DAX1 inh-2 3.4, ssDAF-12 act -1.7, GC-B act 2, hgDAF12 agonist 0.4, GC-A act 1, FXN GAA850 act -0.1 and hcDAF-12 act 0.5.
`Cc1cccc(C(=O)c2c[nH]cc2-c2ccccc2)c1` gave SMARCA2 act -2, DAX1 inh-1 -0.2, ADAM10 inh 1, sPLA2-III inh -11, DAX1 inh-2 0.0, ssDAF-12 act -2.1, GC-B act 4, hgDAF12 agonist -1.5, GC-A act 7, FXN GAA850 act 4.2 and hcDAF-12 act -2.1.
`COc1ccc(C)cc1NC(=O)c1nc2nc(C)cc(C)n2n1` gave SMARCA2 act -5, DAX1 inh-1 0.1, ADAM10 inh -22, sPLA2-III inh 11, DAX1 inh-2 0.2, ssDAF-12 act -0.7, GC-B act -1, hgDAF12 agonist 0.7, GC-A act -1, FXN GAA850 act -1.8 and hcDAF-12 act -2.2.
CCCCC(=O)N1CC(=O)Nc2ccc(F)cc2C1c1ccc(F)cc1 (stereo not given) was read as SMARCA2 act -2, DAX1 inh-1 0.3, ADAM10 inh -4, sPLA2-III inh 11, DAX1 inh-2 0.6, ssDAF-12 act -1.3, GC-B act -2, hgDAF12 agonist -2.3, GC-A act -2, FXN GAA850 act 0.8 and hcDAF-12 act 0.0.
`COc1ccc2c(c1)sc(=NC(=O)CS(=O)(=O)c1ccc(F)cc1)n2C` gave SMARCA2 act -1, DAX1 inh-1 -3.8, ADAM10 inh -14, sPLA2-III inh -1, DAX1 inh-2 -1.0, ssDAF-12 act -1.1, GC-B act 2, hgDAF12 agonist -2.2, GC-A act -2, FXN GAA850 act 0.8 and hcDAF-12 act -2.0.
For C=C1C(C(=O)Nc2ccccc2)C1C(=O)Nc1ccccc1 (stereo not given) the results were SMARCA2 act -3, DAX1 inh-1 -0.8, ADAM10 inh -9, sPLA2-III inh 5, DAX1 inh-2 -0.7, ssDAF-12 act -0.9, GC-B act -1, hgDAF12 agonist 3.5, GC-A act 11, FXN GAA850 act 0.7 and hcDAF-12 act -1.7.
For COc1ccc(C2CC(=O)C(c3ccccc3OC)=CN2Cc2ccccc2)cc1 (stereo not given) the results were SMARCA2 act -3, DAX1 inh-1 -1.8, ADAM10 inh -8, sPLA2-III inh -11, ssDAF-12 act -1.2, GC-B act -3, hgDAF12 agonist 3.3, GC-A act -6 and hcDAF-12 act -2.6.
For COc1cccc(CNC(=O)CCN2C(=S)NC(C)(C)CC2C)c1 (stereo not given) the results were SMARCA2 act 1, DAX1 inh-1 0.1, ADAM10 inh 6, sPLA2-III inh 7, DAX1 inh-2 -0.1, ssDAF-12 act -1.6, GC-B act 2, hgDAF12 agonist -1.0, GC-A act -2, FXN GAA850 act -0.6 and hcDAF-12 act -0.5.
Screening CCOc1cc(/C=C2\SC(=NC)N(C)C2=O)c(Br)cc1OC(C)=O returned SMARCA2 act -1, DAX1 inh-1 0.1, ADAM10 inh -4, sPLA2-III inh 0, DAX1 inh-2 1.1, ssDAF-12 act -1.5, GC-B act -11, hgDAF12 agonist 2.5, GC-A act 0, FXN GAA850 act 0.6 and hcDAF-12 act 1.3.
For O=C(CN1C(=O)COc2ccccc21)c1ccc(Cl)cc1 the results were SMARCA2 act 5, DAX1 inh-1 -1.0, ADAM10 inh 6, sPLA2-III inh 1, DAX1 inh-2 3.2, ssDAF-12 act -1.0, GC-B act -2, hgDAF12 agonist 1.1, GC-A act 7, FXN GAA850 act 3.7 and hcDAF-12 act -1.8.
O=C(C1CCN(S(=O)(=O)N2CCOCC2)CC1)N1CCOCC1 was read as SMARCA2 act -2, DAX1 inh-1 0.3, ADAM10 inh -11, sPLA2-III inh 1, DAX1 inh-2 -0.2, ssDAF-12 act -1.5, GC-B act 7, hgDAF12 agonist -0.2, GC-A act -1, FXN GAA850 act 0.7 and hcDAF-12 act -0.6.
For CC1(C(=O)O)CCCN1C(=O)c1ccc(Cl)cc1Cl (stereo not given) the results were SMARCA2 act -3, DAX1 inh-1 0.1, ADAM10 inh -12, sPLA2-III inh 1, ssDAF-12 act -1.2, GC-B act 1, hgDAF12 agonist -1.8, GC-A act 1, FXN GAA850 act -2.5 and hcDAF-12 act -1.6.
CCc1nc2ccccc2c(=O)n1/N=C/c1ccc(Cl)cc1 was read as SMARCA2 act -2, DAX1 inh-1 0.2, ADAM10 inh -6, sPLA2-III inh 2, DAX1 inh-2 1.1, ssDAF-12 act -1.0, GC-B act 1, hgDAF12 agonist 4.7, GC-A act 3, FXN GAA850 act 1.6 and hcDAF-12 act 0.7.
Screening CN(C)C(CN1C(=O)C2CC=CCC2C1=O)c1cn(C)c2ccccc12 (stereo not given) returned SMARCA2 act 1, DAX1 inh-1 -0.3, ADAM10 inh -12, sPLA2-III inh -2, DAX1 inh-2 -0.7, ssDAF-12 act -0.5, GC-B act -14, hgDAF12 agonist 0.9, GC-A act -5, FXN GAA850 act -5.0 and hcDAF-12 act 4.3.

Assay outcomes from PubChem BioAssay.
